High-throughput results: PubChem, several laboratories
IMP-1 inhibitor – inhibitors of Pseudomonas aeruginosa IMP-1 metallo-beta-lactamase | purified IMP-1, nitrocefin hydrolysis, epi-absorbance fluorescence | inhibition, % at 5.6 µM | 0.45% of 290,000 active | AID 1556;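 active means inhibition above the mean plus 3 SD of all compounds in the same screening run, cut at about 4.5% in these data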;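 further: 0% = IMP-1 with DMSO and 100% = DMSO wells lacking enzyme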
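System – purified recombinant IMP-1 beta-lactamase · Input – IMP-1 dispensed at 0.2 nM · Timing – 15 min preincubation plus 25 min reaction at 25 °C · Signal – Epi-absorbance fluorescence, 480 nm excitation, 530 nm emission · Measure – percent IMP-1 inhibition derived from blank-referenced optical density · Controls – Enzyme-plus-DMSO low control, enzyme-free DMSO high control · Replication – singlicate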
NALP1 yeast inh – inhibitors of NALP1 inflammasome in yeast | S. cerevisiae NALP1/ASC/caspase-1 growth, X-gal OD620, 72 h | AID 2071 | 0.61% of 280,000 active | inhibition, % at 10 µM; in the data active means inhibition mostly above about 24%, no sharp cut-off; inactive means mostly below about 32%; further: some compounds called inactive have numbers as strong as hits
IDE cell inh – inhibitors of human insulin-degrading enzyme in cells. P14735. inhibition, % at 5.59 µM. 0.41% of 320,000 active. HEK cells, FAbetaB cleavage, fluorescence polarization;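 active means percent inhibition above the average of all tested compounds plus 3 SD, set per screening campaign, cut at about 16% in these data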;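 further: IDE supplied by intact live HEK cells; FP after avidin binding of uncleaved biotin substrate so inhibition keeps polarization high; 0% = DMSO wells and 100% = 60 µM reference IDE inhibitor Ii1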
Target sequence (P14735 whole entry, looked up): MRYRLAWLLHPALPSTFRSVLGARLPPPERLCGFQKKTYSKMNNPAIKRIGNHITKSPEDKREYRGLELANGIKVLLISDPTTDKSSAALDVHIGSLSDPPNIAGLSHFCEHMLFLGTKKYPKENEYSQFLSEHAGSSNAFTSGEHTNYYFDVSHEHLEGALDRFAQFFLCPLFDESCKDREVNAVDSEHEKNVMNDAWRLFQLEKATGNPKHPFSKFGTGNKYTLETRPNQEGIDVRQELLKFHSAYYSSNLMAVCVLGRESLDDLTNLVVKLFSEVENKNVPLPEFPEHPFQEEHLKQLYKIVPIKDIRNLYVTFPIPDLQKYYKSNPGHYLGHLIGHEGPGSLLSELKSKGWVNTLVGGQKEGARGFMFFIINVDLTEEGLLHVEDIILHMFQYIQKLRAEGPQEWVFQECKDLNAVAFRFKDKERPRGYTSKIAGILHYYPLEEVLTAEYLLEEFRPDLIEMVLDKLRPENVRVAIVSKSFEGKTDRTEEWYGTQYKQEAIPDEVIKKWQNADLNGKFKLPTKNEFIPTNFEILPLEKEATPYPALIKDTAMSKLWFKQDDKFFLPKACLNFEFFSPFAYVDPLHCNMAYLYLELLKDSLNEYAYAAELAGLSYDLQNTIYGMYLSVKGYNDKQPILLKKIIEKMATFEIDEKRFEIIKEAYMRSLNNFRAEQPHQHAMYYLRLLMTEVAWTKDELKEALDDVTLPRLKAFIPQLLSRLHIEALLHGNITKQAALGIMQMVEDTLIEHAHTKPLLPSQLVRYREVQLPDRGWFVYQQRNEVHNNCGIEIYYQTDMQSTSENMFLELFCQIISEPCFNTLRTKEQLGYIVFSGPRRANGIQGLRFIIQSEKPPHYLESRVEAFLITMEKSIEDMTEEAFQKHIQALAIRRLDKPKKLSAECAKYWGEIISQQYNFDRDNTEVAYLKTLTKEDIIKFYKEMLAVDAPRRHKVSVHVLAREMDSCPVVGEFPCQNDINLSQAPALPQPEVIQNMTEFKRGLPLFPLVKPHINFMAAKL
p-CIP stab down – p/CIP protein destabilization; Q05BA5; F442A p/CIP-EGFP cells, EGFP fluorescence, 16 h; decrease of EGFP signal, % at 10 µM; 0.01% of 290,000 active; AID 1984;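 active means EGFP signal decrease of at least 30% at 10 µM or well 3 SD below plate mean, unless failing retest; inactive means the rest, including hits failing retest or dose response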; further: some compounds called inactive have numbers as strong as hits; many of its hits are not listed in these tables
VIM-2 inh – inhibitors of Pseudomonas aeruginosa VIM-2 metallo-beta-lactamase | purified VIM-2, nitrocefin hydrolysis, epi-absorbance fluorescence | 0.89% of 290,000 active | inhibition, % at 5.6 µM | AID 1527;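 active means inhibition above the mean of all tested compounds plus 3 SD, cutoff set per screening run, cut at about 7.5% in these data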;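 further: red hydrolysis product quenches plate fluorescence so inhibitors raise well fluorescence; 0% = enzyme with DMSO and 100% = DMSO without enzyme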
IDE act – activators of human insulin-degrading enzyme in cells. 0.073% of 340,000 active. activation, % at 5.96 µM. HEK cells, FAbeta-B cleavage, fluorescence polarization; 0% vehicle, 100% cell-free pure enzyme wells;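 active means activation above the mean of all tested compounds plus 3 SD, set per screening campaign, cut at about 17% in these data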
PHOSPHO1 block – PHOSPHO1 (human) inhibition; Q8TCT1; inhibition, % at 13.3 µM; 1.1% of 290,000 active; recombinant PHOSPHO1, absorbance phosphatase assay; in the data active means inhibition above about 60%
GPR7 antagonist – blocks human GPR7 receptor signaling; P48145; GPR7-expressing cells, fluorescence antagonist assay; inhibition, % at 4.4 µM; 1.1% of 290,000 active; AID 1861; in the data active means inhibition above about 16%, passing the limit was not always enough;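 further: cells stimulated with the agonist NPW; 0% = agonist with vehicle and 100% = vehicle without agonist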
M18AAP inhibitor – PfM18AAP enzyme inhibition; recombinant PfM18AAP, H-Glu-NHMec fluorogenic cleavage; inhibition, % at 7.35 µM; 1.2% of 290,000 active; AID 1822;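 active means inhibition above the campaign mean inhibition over all tested compounds plus 3 SD, cut at about 28% in these data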;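 further: 0% = plate median of test compound wells and 100% = 2 mM ZnCl2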
An asterisk follows results filed as active; . = not tested or not shown.

Value order: IMP-1 inhibitor | NALP1 yeast inh | IDE cell inh | p-CIP stab down | VIM-2 inh | IDE act | PHOSPHO1 block | GPR7 antagonist | M18AAP inhibitor
[1] CCCNC(=O)CCC(=O)Nc1ncc(-c2ccc(C)cc2)n1C
  -4.3 | 3 | -2 | -17 | -2.5 | 1 | 21 | -5 | -11
[2] COCC(=O)Nc1cc(C(=O)NCC(C)C)ccc1Cl
  -4.9 | 20 | 6 | -8 | -2.2 | 7 | 16 | -6 | -9
[3] CCOC(=O)c1cc(C)sc1NC(=S)Nc1ccccc1
  -4.0 | -7 | -6 | -15 | -1.8 | 0 | 19 | -9 | 5
[4] CC(=O)N1CCCc2cc(S(=O)(=O)N3CCCC(C)C3)ccc21 (centres undefined)
  -1.2 | 3 | 1 | -8 | -2.3 | 6 | 31 | 14 | 3
[5] CCOC(=O)Cn1c(=O)oc2cc(S(=O)(=O)N(C)Cc3ccccc3)ccc21
  -3.7 | . | 0 | -16 | -2.8 | -6 | 28 | 14 | -7
[6] Cc1ccc(NC(=O)c2sccc2C)cc1S(=O)(=O)N(C)C
  -3.4 | 43 | 1 | 5 | -2.5 | 3 | -10 | -6 | 4
[7] O=C(O)C1[C@H]2C(=O)N(Cc3cccs3)C[C@]23C=C[C@H]1O3 (some centres undefined)
  -2.1 | -2 | 3 | 12 | -2.4 | -4 | -15 | -1 | -8
[8] CS(=O)(=O)N(CC(=O)N1CCCC1)c1ccc2c(c1)OCCO2
  -3.5 | -1 | 1 | -11 | 0.5 | 1 | -18 | 0 | 7
[9] CCOC(=O)c1sc(NC(=O)CCN2CCN(C)CC2)c(C(=O)OCC)c1C
  -2.4 | 19 | 2 | -12 | 16* | 1 | 17 | 3 | 8
[10] OC(CNCCc1ccc(Cl)cc1)COCc1ccco1 (centres undefined)
  -2.5 | -6 | 0 | -3 | -0.3 | -2 | 3 | -2 | 6
[11] COc1ccccc1N1CCN(S(=O)(=O)CCNC(=O)c2ccc(Br)o2)CC1
  -2.5 | 4 | 3 | -2 | -2.8 | -4 | 44 | -7 | 3
[12] CCCc1cc(=O)oc2c3c(cc(OCC(=O)NCc4ccncc4)c12)OC(C)(C)CC3
  -2.6 | -2 | 23* | -9 | 0.9 | -25 | 40 | 6 | 3
[13] Cc1cc(C)n2c(Nc3ccc4c(c3)OCCO4)c(-c3ccccc3)nc2n1
  -3.6 | 11 | -2 | -6 | -4.6 | -3 | 5 | 4 | -11
[14] CCn1c(CC(=O)Nc2ccccc2C)nnc1SCC(=O)NC1CCCC1
  -1.1 | -1 | 6 | -8 | -1.1 | -4 | 28 | -18 | 5
[15] CCn1c(=O)c(C(=O)NC(C)C)c(O)c2ccccc21
  -4.2 | -24 | 0 | -11 | 0.3 | 1 | 0 | -6 | -1
[16] COc1ccc(Nc2ncc(C#N)c(N)n2)c(OC)c1
  -0.1 | . | 1 | -2 | -0.2 | 8 | 22 | -2 | -17
[17] COc1ccccc1NC(=O)N[C@@H](Cc1c[nH]c2ccccc12)C(=O)NN
  -2.3 | 12 | . | -1 | -1.1 | -3 | 47 | -3 | 0
[18] COc1ccc(CC(C)N2CCN(Cc3ccccc3)CC2)cc1OC (centres undefined)
  -2.8 | 2 | 1 | -6 | 1.7 | 2 | 15 | 8 | 16
[19] COc1ccc2cc(C(=O)c3ccccc3)c(=O)oc2c1
  -1.7 | 5 | -2 | 6 | -1.3 | 4 | 13 | 26 | -1
[20] CCOc1cc(C(=S)N2CCCC2)ccc1OCc1ccccc1
  -0.7 | 1 | 3 | -7 | 0.2 | 2 | 36 | 2 | 5
[21] Cc1c(Cl)cccc1NC(=S)N(Cc1ccco1)C(C)c1ccccn1 (centres undefined)
  -4.3 | 17 | -8 | -5 | -5.5 | 2 | -27 | -7 | 2
[22] COc1ccc(NC(=S)N2N=CCC2c2ccccc2)cc1 (centres undefined)
  1.4 | 7 | 6 | -6 | -5.8 | 2 | 4 | -1 | -5
[23] COc1ccc(-c2csc(/C=C/c3ccc4c(c3)OCO4)n2)cc1OC
  -2.7 | 19 | -2 | 6 | -4.7 | 7 | 17 | -1 | 1
[24] Cc1cc(S(=O)(=O)N2CCCC(N(C)CCc3ccccn3)C2)c(C)s1 (centres undefined)
  -2.5 | 1 | 1 | -10 | -3.3 | 1 | 75* | -1 | 6
[25] Nc1ccc(S(=O)(=O)NC2(C(F)(F)F)NC(=O)N(c3ccc(F)cc3)C2=O)cc1 (centres undefined)
  -2.3 | -3 | 0 | -8 | -1.9 | 1 | 32 | -7 | -6
[26] Cn1c(=O)[nH]c(=O)c2c1ncn2CCCc1ccccc1
  -0.3 | 0 | 4 | 7 | -0.3 | 1 | 32 | 2 | 5
[27] CC(C)c1c(C(=O)N/N=C/c2c[nH]c3ccccc23)nnn1-c1nonc1N
  -1.3 | 3 | -6 | -5 | -0.4 | 5 | 44 | 24 | -13
[28] O=C(NCCc1c[nH]c2ccccc12)c1ccc2[nH]c(=O)c(=O)[nH]c2c1
  0.3 | 10 | 3 | -3 | -0.7 | -4 | 6 | 40* | 10
[29] O=C(NNc1cc(Br)c(O)c(Br)c1)c1ccccc1
  -4.2 | 25 | -5 | 5 | -0.9 | 0 | -54 | -15 | 18
[30] Cc1ccccc1NC(=O)C(=O)Nc1ccccc1C
  -0.2 | 16 | -1 | 2 | -0.6 | 4 | 39 | -1 | 1
[31] O=C1N/C(=C/c2ccc(N3CCOCC3)o2)C(=O)N1c1ccccc1
  -2.7 | 30 | 9 | -15 | -2.2 | -4 | -12 | 1 | 7
[32] COC(=O)[C@H](CCSC)NC(=O)[C@@H](Cc1cnc[nH]1)NC(=O)OCc1ccccc1
  -2.8 | 5 | 4 | 0 | -1.7 | 3 | 29 | -10 | 3
[33] CCCn1c(C)cc(C(=O)CSc2nc3nc(C)cc(C)n3n2)c1C
  -5.0 | 21 | -1 | -10 | 1.9 | 1 | -15 | -7 | -3
[34] COc1ccc(N2CCC(CNC(=S)Nc3cc(C)ccc3C)C2)cc1 (centres undefined)
  -3.5 | . | -8 | -22 | -2.8 | -3 | 25 | -4 | 17
[35] O=C1CCN(Cc2ccccc2)CCN1CCO
  . | -3 | -3 | 2 | . | 1 | 31 | . | .
[36] COc1ccc2oc(=O)c(C(=O)N3CCN(c4ccccc4F)CC3)cc2c1
  -5.1 | 1 | -4 | 11 | 0.7 | 4 | 7 | -10 | 11
[37] CCc1nnc(NC(=O)c2cc(-c3ccco3)nc3ccccc23)s1
  -2.9 | -2 | -2 | -8 | 2.4 | -2 | 16 | -7 | 6
[38] Fc1ccc(/C=N/Nc2nc3ccccc3[nH]2)cc1F
  -3.0 | -2 | 1 | 12 | -0.8 | 2 | 16 | -18 | 3
[39] COc1ccccc1C/C(N)=N/OC(=O)COc1ccccc1C
  -2.5 | 10 | -6 | 6 | 0.6 | 5 | 18 | 5 | -3
[40] Cc1ccc(CN2CCC(n3nccc3NC(=O)CCOc3ccccc3)CC2)cc1C
  -1.8 | 9 | -3 | -7 | -0.9 | 8 | 30 | -2 | -6

As a short view, 8 of the compounds above.
Value order: IMP-1 inhibitor | NALP1 yeast inh | IDE cell inh | p-CIP stab down | VIM-2 inh | IDE act | PHOSPHO1 block | GPR7 antagonist | M18AAP inhibitor
[21] Cc1c(Cl)cccc1NC(=S)N(Cc1ccco1)C(C)c1ccccn1 (centres undefined)
  -4.3 | 17 | -8 | -5 | -5.5 | 2 | -27 | -7 | 2
[22] COc1ccc(NC(=S)N2N=CCC2c2ccccc2)cc1 (centres undefined)
  1.4 | 7 | 6 | -6 | -5.8 | 2 | 4 | -1 | -5
[23] COc1ccc(-c2csc(/C=C/c3ccc4c(c3)OCO4)n2)cc1OC
  -2.7 | 19 | -2 | 6 | -4.7 | 7 | 17 | -1 | 1
[24] Cc1cc(S(=O)(=O)N2CCCC(N(C)CCc3ccccn3)C2)c(C)s1 (centres undefined)
  -2.5 | 1 | 1 | -10 | -3.3 | 1 | 75* | -1 | 6
[25] Nc1ccc(S(=O)(=O)NC2(C(F)(F)F)NC(=O)N(c3ccc(F)cc3)C2=O)cc1 (centres undefined)
  -2.3 | -3 | 0 | -8 | -1.9 | 1 | 32 | -7 | -6
[26] Cn1c(=O)[nH]c(=O)c2c1ncn2CCCc1ccccc1
  -0.3 | 0 | 4 | 7 | -0.3 | 1 | 32 | 2 | 5
[27] CC(C)c1c(C(=O)N/N=C/c2c[nH]c3ccccc23)nnn1-c1nonc1N
  -1.3 | 3 | -6 | -5 | -0.4 | 5 | 44 | 24 | -13
[28] O=C(NCCc1c[nH]c2ccccc12)c1ccc2[nH]c(=O)c(=O)[nH]c2c1
  0.3 | 10 | 3 | -3 | -0.7 | -4 | 6 | 40* | 10

Further entries
Value order: IMP-1 inhibitor | NALP1 yeast inh | IDE cell inh | p-CIP stab down | VIM-2 inh | IDE act | PHOSPHO1 block | GPR7 antagonist | M18AAP inhibitor
[41] CC(C)CCOC(=O)C1C(c2ccccc2)C(C(=O)O)C1c1ccccc1 (centres undefined)
  0.1 | -21 | 7 | -5 | 2.5 | 3 | 6 | 13 | 6
[42] Cc1cc(=O)oc2n[nH]c(-c3ccccc3)c12
  -0.8 | 14 | 4 | 3 | 4.1 | 4 | 1 | -11 | -1
[43] COc1ccc(C(=O)OCc2csc(C)n2)c(O)c1
  -2.1 | 8 | -3 | -13 | -2.4 | 3 | 32 | -3 | 5
[44] CCOC(=O)N1CCN(C(=O)C(CC(C)C)NC(=O)C2CCCCC2)CC1 (centres undefined)
  -2.8 | 14 | 1 | 5 | -2.0 | 2 | 42 | 0 | -3
[45] CCOC(=O)CNC(=O)c1ccc(SCC)cc1
  -1.8 | -13 | 3 | -4 | -3.8 | 6 | 25 | -6 | -1
[46] Cc1cc(C(=O)OCC(=O)Nc2cc(S(=O)(=O)N(C)C)ccc2C)c(C)o1
  -2.2 | 4 | 3 | 14 | -1.7 | . | -10 | -12 | -1
[47] O=C(NC(=S)N1CCN(C/C=C/c2ccccc2)CC1)c1ccc(Cl)nc1
  -1.3 | 14 | 4 | 1 | -2.3 | 2 | 12 | -4 | -5
[48] O=C(O)/C=C/c1cn(-c2ncc(C(F)(F)F)cc2Cl)c2ccccc12
  -3.1 | 9 | 4 | 3 | -1.9 | 6 | 28 | -7 | 1
[49] CCOC(=O)C1CCCN(C(=O)c2cc3c(OC)c(OC)c(OC)cc3[nH]2)C1 (centres undefined)
  1.8 | 8 | 6 | 0 | 1.3 | 6 | -3 | -2 | -1
[50] CC(=O)c1ccc(N2C(=NC(=O)C3CCCO3)SC3CS(=O)(=O)CC32)cc1 (centres undefined)
  -2.6 | 9 | -1 | 4 | -4.3 | 4 | 53 | -6 | 1
[51] Cc1cc(N2CCN(c3ccc(C(F)(F)F)cc3[N+](=O)[O-])CC2)c2ccccc2n1
  -0.4 | 28 | 0 | 7 | 2.9 | -1 | -16 | -11 | -5
[52] O=C(C[n+]1cc(-c2ccc(F)cc2)n2c1CCC2)OCc1ccccc1
  -2.7 | 10 | 2 | -7 | -3.2 | -4 | -2 | -9 | 1
[53] Cc1cc(C)n(-c2nc3sc4c(c3c(=O)[nH]2)CCCC4)n1
  -3.7 | 1 | -4 | -3 | -8.6 | . | 7 | 3 | -12
[54] COc1ccc(C(=O)Oc2ccc3oc(=O)sc3c2)cc1
  -1.4 | 14 | 12 | 10 | -3.6 | -10 | 94* | 6 | 15
[55] COC(=O)CSc1nc(N2CCOCC2)c2c(c1C#N)CC(C)(C)OC2
  -2.6 | 0 | -3 | -18 | -1.1 | -8 | . | -10 | 5
